Bioassay records as filed in PubChem BioAssay.
S100A4 inh HTS = S100A4-myosin IIA interaction inhibition; AID 652163; S100A4/TAMRA-MyoIIA peptide fluorescence polarization; inhibition, % at 10.7 µM; P26447; 360,000 tested, 0.14% active;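 active = mean inhibition of at least 70% across replicates, with every replicate also reaching that level; inconclusive = mean inhibition reaches 70% but some replicates fall short; inactive = mean inhibition below 70%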
Target sequence (P26447 whole entry, looked up): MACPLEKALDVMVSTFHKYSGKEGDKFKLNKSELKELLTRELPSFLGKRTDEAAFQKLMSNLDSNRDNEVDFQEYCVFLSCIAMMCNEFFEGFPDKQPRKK
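Material: S100A4 monomer protein | Medium: HEPES pH 7.2 with CaCl2, KCl, NaCl, DTT, Triton | Reagent: Labelled myosin peptide probe, 5 nM | Doses: One dose per compound | Times: 5 min incubation before reading | Benchmarks: Neutral control DMSO, positive control TFP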
PGC1a acetyl inh = PGC1a acetylation modulation, inhibitor mode. U2OS PGC1a acetylation, AlphaScreen anti-acetyl-lysine; with virally co-expressed GCN5 acetyltransferase. inhibition, % at 15.6 µM. 350,000 tested, 0.17% active. AID 651687;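 active = every replicate shows inhibition of at least 40%; inconclusive = mean inhibition at least 40% but some replicate below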;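 note: 0% = neutral control wells and 100% = positive control wells; some results beyond the cut were filed as inactive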
LGR2 antag = blocks bursicon-induced cAMP signaling via Drosophila LGR2; HEK293 LGR2, CRE-luciferase, bursicon-stimulated, 4 h; 380,000 tested, 0.35% active; AID 720647; inhibition, % at 9.99 µM;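 active = drop in luminescence signal, shown as inhibition above about 50% in the replicate tests, limit read from the data, passing the limit was not always enough; inconclusive = probably only some replicates passing the limit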;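 note: agonist challenge used bursicon conditioned medium at about half maximal strength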
Statin myotox sup = protects C2C12 myotubes from simvastatin toxicity. rescue of ATP level, % at 7.49 µM. ATP luminescence, 48 h; scaled: DMSO 0, geranylgeraniol control 100. 330,000 tested, 0.78% active;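 active = mean ATP rescue above about 67%, or every replicate alone reaching that limit, limit read from the data, passing the limit was not always enough; inconclusive = no clear call, values can overlap the other calls; inactive = mean under the limit and some replicate under it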;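 note: myotubes were challenged with 10 µM simvastatin during compound exposure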
SIRT5 block = sirtuin-5 (human) deacylase inhibition; Purified SirT5, succinyl-peptide AMC, trypsin-coupled fluorescence; Q9NXA8; 330,000 tested, 1.1% active; inhibition, % at 15 µM; in the data active = inhibition above about 15%; inconclusive = no clear call, values can overlap the other calls
Target sequence (Q9NXA8 whole entry, looked up): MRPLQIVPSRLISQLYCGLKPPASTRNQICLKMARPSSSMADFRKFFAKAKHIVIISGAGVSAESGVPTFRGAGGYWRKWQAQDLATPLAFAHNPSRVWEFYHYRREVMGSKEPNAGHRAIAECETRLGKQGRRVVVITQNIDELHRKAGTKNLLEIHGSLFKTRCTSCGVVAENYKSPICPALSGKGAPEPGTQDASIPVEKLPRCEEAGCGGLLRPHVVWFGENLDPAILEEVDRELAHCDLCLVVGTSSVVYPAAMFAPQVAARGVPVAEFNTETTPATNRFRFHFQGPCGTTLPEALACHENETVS
Xi reactivation = reactivates the inactive X chromosome in mouse fibroblasts | XiGFP mouse fibroblasts, % GFP-positive cells imaging, 3 d; cells co-treated with 5-aza-dC sensitizer; scaled so ellipticine positive control = 100% | activation, % at 7.58 µM | 360,000 tested, 0.055% active | AID 743238;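 active = mean normalized replicate activation at least 10% and every replicate at or above 10%; inconclusive = only one of the two criteria met; inactive = mean below 10% and not all replicates reach 10%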;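 note: 0% = median of on-plate neutral control wells and 100% = ellipticine 6 µM median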
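material = 68-5-11 XiGFP fibroblast line | medium = DMEM plus 5-aza-dC sensitizer | schedule = 3 days compound exposure | benchmarks = positive control ellipticine, 6 µM final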
ERAP1 inh = ERAP1 (human) enzyme inhibition | Q9NZ08 | recombinant ERAP1, Leu-AMC fluorescence, 60 min | inhibition, % at 10.7 µM | 340,000 tested, 0.15% active | AID 652197;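 active = mean replicate inhibition of at least 30%, or all replicates individually reaching that 30% level; inactive = mean below 30% and not every replicate reaching it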;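 note: 0% = neutral control wells and 100% = L-leucinethiol positive control wells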
Cneo AK release = Cryptococcus neoformans lysis via adenylate kinase release | C. neoformans lysis, adenylate kinase release luminescence, 4 h; normalised: neutral wells 0, clomiphene wells 100 | lysis activity, % at 15 µM | 360,000 tested, 0.2% active;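 active = mean lysis activity across replicates of at least 80%, whatever share of replicates individually reach that level; inactive = mean lysis activity below 80%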
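Assay system: C. neoformans cells. Amount: yeast cell density of 5 × 10^6 cells/mL. Technique: AK luminescence. Buffer or medium: YPD. Times: static 4 h at 37 °C with compound, 1 h detection. Dosing: single-point compound dose. Read-out: lysis from increased AK signal.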
* = called active by the depositor; ? = inconclusive; nt = not tested or not shown; & = joins results of further samples. A portion of the library. The share of hits here may be higher or lower than overall.

SMILES | S100A4 inh HTS | PGC1a acetyl inh | LGR2 antag | Statin myotox sup | SIRT5 block | Xi reactivation | ERAP1 inh | Cneo AK release
Cc1ccc(NC(=O)CSc2ccc(-c3ccc4c(c3)OCO4)nn2)cc1F | nt | 0 | -13 | 6 | nt | nt | nt | 0
O=C(C1CCC1)N1CC2(C1)[C@H](c1ccccc1)[C@@H](CO)N2Cc1cncnc1 | -8 | -6 | -16 | nt | -11 | 0.2 | 0 | nt
O=[N+]([O-])c1ccc(Sc2nc3ccccc3[nH]2)c(Cl)c1 | 1 | nt | 2 | nt | nt | 0.0 | -4 | nt
O=C(O)c1c(-c2ccccc2)c2oc3ccccc3c2[nH]c1=O | -10 | nt | -3 | 2 | -10 | nt | 2 | 1
CCOC(=O)N1CCc2c(sc3c2c(=O)n(Cc2ccccc2)c(=O)n3Cc2ccc(C)cc2)C1 | -6 | -13 | -7 | 0 | -5 | 0.0 | -2 | 2
COc1ccccc1-c1cnc2c(c1)C(=O)N([C@@H](C)CO)C[C@H](C)[C@@H](CN(C)Cc1ccncc1)O2 | 1 | -3 | -8 | 0 | -2 | -1.1 | 0 | -1
C[C@@H]1CN([C@H](C)CO)C(=O)Cc2cc(NS(=O)(=O)c3ccccc3)ccc2O[C@@H]1CN(C)Cc1ccc(C(=O)Nc2ccccc2N)cc1 | 10 | -12 | 15 | -18 | nt | 0.2 | 0 | 1
CCCC(c1nnnn1Cc1ccc(F)cc1)N1CCN(CC)CC1 (configuration not stated) | -2 | -2 | -12 | nt | -3 | 0.0 | 0 | nt
C[C@H](CO)N1C[C@H](C)[C@@H](CN(C)CC2CCCCC2)Oc2ccc(NS(C)(=O)=O)cc2C1=O | 4 | 11 | -1 | -3&-11 | -4 | 0.2&-1.2 | -2 | 0&1
CCn1c(SCC(=O)NCC2CCCO2)nc2ccccc21 (configuration not stated) | 1 | -2 | 5 | -30 | -2 | 0.1 | 3 | -1
COc1ccccc1/C=C1\SC(=O)N(CC(=O)N(C)C2CCS(=O)(=O)C2)C1=O (configuration not stated) | 0 | -2 | 16 | -3 | 0 | 0.0 | 3 | 0
CC1(Cc2ccc3ccccc3n2)C(=O)Nc2ccc(OC(F)(F)F)cc21 (configuration not stated) | -2 | 9 | 21 | 9 | 1 | 0.0 | 0 | 0
CCOc1ccc(C(=O)N2CCCC(c3nc(-c4cccs4)no3)C2)cc1 (configuration not stated) | 3 | -6 | 0 | 15 | -7 | 0.0 | 1 | 8
Cn1c(=O)n(C)c2cc(NS(=O)(=O)c3ccc(Br)s3)ccc21 | -9 | -11 | -20 | 18 | -5 | 0.0 | -1 | 1
C=CC[C@@H](CC(=O)NCCO)C(=O)N[C@H](COC(=O)[C@H](CC=C)CC(=O)OC(C)(C)C)Cc1c[nH]c2ccccc12 | 2 | nt | 0 | 6 | -2 | 0.0 | -8 | -4
Cn1c(C(=O)N2CCCC(C(=O)c3ccc(C(F)(F)F)cc3)C2)cc(=O)n(C)c1=O (configuration not stated) | 2 | nt | -27 | 0 | 1 | 0.0 | 14 | 0
CC1(C(=O)Nc2ccc3ccccc3c2)CCC(=O)N1C1CC1 (configuration not stated) | -3 | 9 | 10 | 10 | -5 | 0.1 | 11 | -15
O=C(Nc1ccc(Cl)c(Cl)c1)Nc1nnc(CC2=CCCCC2)s1 | -1 | -4 | 12 | nt | -2 | 0.2 | 0 | nt
Cc1c(Cl)cccc1NC(=O)CCC(=O)NNC(=O)c1ccco1 | nt | -6 | -2 | 7 | nt | nt | nt | 3
CN(Cc1ccccc1)C(=O)c1ccc(Cc2cn(C)c3ccccc23)nc1 | -6 | 8 | 2 | -2 | 0 | 0.0 | nt | 0
Cc1ccccc1Oc1ccc(Oc2ccccc2C)nn1 | 7 | nt | -34 | nt | -3 | nt | 0 | nt
COc1ccc(C(=O)c2ccccc2O)c(O)c1 | 16 | 0 | -20 | 6 | 1 | -0.2 | 1 | 1
CCc1ccc(NC(=O)COC(=O)Cn2cnc3ccccc32)cc1 | -5 | 10 | 16 | 6 | -1 | 0.1 | 0 | -1
O=C/C=C/c1ccc2c(c1)OCO2 | -3 | nt | nt | nt | 1 | nt | -2 | -4
N#C/C(=C\c1ccccc1)C(=O)N1CCN(c2ccccc2F)CC1 | 0 | 7 | 0 | 4 | -3 | 1.7 | -5 | -1
COc1ccc2[nH]c3c(c2c1)CCN1C(=O)C(CC(=O)NCCN2CCOCC2)C[C@H](C(=O)N2CCOCC2)[C@@]31CCC1CCCC1 (some centres not stated) | 1 | 0 | -6 | 14 | -4 | 0.1 | -2 | 0
Cc1ccc(S(=O)(=O)NCC(=O)OCC(=O)NCc2cccs2)cc1 | -4 | -4 | 10 | -2 | -5 | 0.0 | 0 | 2
Cc1nc2ccc(NC(=O)NCc3ccco3)cc2s1 | -5 | 2 | -62 | -25 | -1 | nt | 2 | -2
C=CCSc1nnc(NC(=O)C23CC4CC(CC(NC(C)=O)(C4)C2)C3)s1 | -5 | nt | -18 | -7 | -2 | 0.3 | 6 | 1
CCOC(=O)c1c(N2C(=O)Nc3ccccc3N2O)n[nH]c1-c1cccc(Cl)c1 | -6 | 2 | 23 | 2 | 0 | 0.0 | 0 | nt

Reprinted at random: two entries already listed.
SMILES | S100A4 inh HTS | PGC1a acetyl inh | LGR2 antag | Statin myotox sup | SIRT5 block | Xi reactivation | ERAP1 inh | Cneo AK release
COc1ccc(C(=O)c2ccccc2O)c(O)c1 | 16 | 0 | -20 | 6 | 1 | -0.2 | 1 | 1
Cc1nc2ccc(NC(=O)NCc3ccco3)cc2s1 | -5 | 2 | -62 | -25 | -1 | nt | 2 | -2

Additional entries.
SMILES | S100A4 inh HTS | PGC1a acetyl inh | LGR2 antag | Statin myotox sup | SIRT5 block | Xi reactivation | ERAP1 inh | Cneo AK release
CC(C)c1ccc(NC(=S)NCc2ccc3c(c2)OCO3)cc1 | -4 | 5 | -25 | nt | 4 | 0.2 | -2 | nt
Cc1ccc(-n2nc3c(c2NC(=O)C2CC2)CS(=O)(=O)C3)cc1C | -1 | 2 | 4 | 8 | -4 | 0.1 | 1 | 3
CN(C)CC(=O)N[C@@H]1CC[C@H](CCn2cc(C3CCCC3)nn2)O[C@@H]1CO | 0 | 5 | -3 | 0 | 0 | 0.1 | -2 | 50
NC(=O)c1cccnc1Sc1ccc(Cl)cc1 | 0 | -11 | -4 | 10 | -1 | 0.0 | -7 | -1
CC(C)NC(=O)NC(=O)CSc1ccc(S(=O)(=O)N2CCOCC2)cn1 | -1 | 8 | 8 | 7 | -1 | 0.0 | 2 | -2
COc1ccc(C(=O)NC2CCCc3ccccc32)cc1 (configuration not stated) | -1 | -8 | -14 | 7 | 5 | 0.0 | -3 | nt
COc1ccccc1/C=C/C=N/NC(=O)c1cc(-c2ccco2)[nH]n1 | -6 | 2 | nt | nt | -4 | 0.2 | 1 | -2
O=C(COC(=O)c1c(F)cccc1F)Nc1ccc2[nH]c(=O)[nH]c2c1 | 6 | nt | 12 | nt | 0 | 0.0 | 0 | nt
O=C(/C=C/c1cccc(C(F)(F)F)c1)Nc1cccc(C(F)(F)F)c1 | nt | -6 | 11 | -15 | nt | nt | nt | -1
c1coc(-c2ccnc(-n3cccc3)n2)c1 | 6 | 3 | -63 | 30 | -5 | 0.4 | 0 | -2
CCOC(=O)CC(NC(=O)c1cccc2c1C(=O)N(Cc1cccnc1)C2)c1ccc(OC(C)C)cc1 (configuration not stated) | -9 | -7 | -1 | 5 | -3 | 0.1 | 6 | nt
CCN(CC)c1ccc(/C=N/NC(=O)c2c[nH]c3ccccc23)cc1 | -2 | nt | -26 | nt | 0 | 0.0 | -1 | nt
C/C=C/c1ccc2c(c1)O[C@@H](CN(C)C(=O)NC(C)C)[C@@H](C)CN([C@H](C)CO)S2(=O)=O | -5 | -17 | 9 | -7 | 5 | 0.0 | -1 | -1
O=C(CN1c2cccc3cccc(c23)S1(=O)=O)NCc1ccc2c(c1)OCO2 | 1 | 2 | -6 | -3 | -2 | nt | -3 | 0
O=C(C[C@H]1CC[C@@H]2[C@H](COC[C@@H](O)CN2S(=O)(=O)c2cccc(Cl)c2)O1)Nc1ccc(-c2ccccc2)cc1 | -55 | -7 | -1 | -23 | 11 | 0.0 | 0 | 1
CCC(C(=O)OCc1csc(CC(=O)Nc2ccccc2C)n1)c1ccccc1 (configuration not stated) | -2 | nt | -3 | -1 | -2 | 0.1 | 0 | 0
C/C=C/c1ccc([C@@H]2[C@@H](CO)N(c3nc(CC)cs3)[C@@H]2CNC(C)C)cc1 | 11 | -20 | -7 | -11 | 0 | 0.1 | nt | 7
CC1([N+](=O)[O-])COC2(CCCCC2)OC1 | 8 | 10 | -1 | 1 | nt | 0.2 | 2 | -1
COc1ccc(S(=O)(=O)N2CCCC2C(=O)NCc2ccccc2Cl)cc1 (configuration not stated) | -4 | 7 | 12 | 7 | -5 | -0.1 | -1 | 1
O=C(Cc1c(F)cccc1Cl)OCC(=O)N1CCc2ccccc21 | 2 | 10 | -78 | -5 | -1 | -0.1 | 3 | nt
Nn1c(SCC(=O)Nc2ccccc2)nnc(Cc2ccccc2)c1=O | -2 | nt | -4 | 18 | 0 | 0.0 | -4 | nt
O=C1C(=O)N(CCN2CCOCC2)C(c2ccc(F)cc2)/C1=C(/O)c1ccc(S(=O)(=O)N2CCOCC2)cc1 (configuration not stated) | -2 | nt | -12 | 7 | 0 | 0.0 | 6 | -1
COc1ccc(F)cc1C(=O)C1CCCN(Cc2cccn2-c2ccccn2)C1 (configuration not stated) | 1 | nt | -9 | -15 | -4 | 0.0 | 1 | -1
OC(c1ccccc1)(c1nc(-c2ccc3ccccc3c2)cs1)C(F)(F)F (configuration not stated) | -5 | -2 | -10 | 6 | -2 | 0.0 | -2 | 0
Cc1c(CCC(=O)O)c(=O)oc2cc3occ(C(C)(C)C)c3cc12 | -1 | 0 | -4 | nt | -4 | -0.1 | -18 | nt
Cc1noc(C)c1S(=O)(=O)Nc1ccc2c(c1)C(=O)N([C@H](C)CO)C[C@H](C)[C@H](CN(C)C(=O)c1ccncc1)OCCCC[C@@H](C)O2 | 15 | ? | -21 | nt | -4 | 0.0 | -2 | -1
CCOC(=O)Cc1csc(NS(=O)(=O)c2ccc(NC(C)=O)cc2)n1 | -1 | 5 | -8 | 7 | -1 | 0.1 | 5 | 5
Cc1ccc(Cn2nc(C)cc2C(=O)Nc2ccccc2Cl)cc1 | -1 | nt | -69 | 23 | 0 | 0.4 | -1 | -7
COc1cccc(CNC(=O)CCNS(=O)(=O)c2ccc3c(c2)CC(C)N3C(C)=O)c1 (configuration not stated) | -1 | 2 | -22 | -9 | -5 | 0.0 | -2 | 2
Cc1cccc2sc(N(CCCN(C)C)C(=O)c3ccc(S(=O)(=O)N4CCc5ccccc5C4)cc3)nc12 | 8 | nt | 8 | 7 | -7 | 0.2 | -1 | 0
COc1ccccc1CNC(=O)C[C@H]1CC[C@@H]2[C@H](COC[C@H](O)CN2C(=O)Nc2ccc(C(F)(F)F)cc2)O1 | 6 | -9 | -3 | -43 | -1 | 0.0 | 4 | 1
